FLuc inh counter: firefly luciferase enzyme inhibitors, primary screen, artefact control for luciferase-based inhibitor screens, biochemical, luminescence, ATPLite; Luciferin 4-monooxygenase (Photinus pyralis), P08659; 10 min; inhibition, % at 10 µM; 1.5% of 200,000 active; AID 1006, 2008;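 active = inhibition above about 50% when tested at 10 µM, limit read from the data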
Target sequence (P08659 whole entry, looked up): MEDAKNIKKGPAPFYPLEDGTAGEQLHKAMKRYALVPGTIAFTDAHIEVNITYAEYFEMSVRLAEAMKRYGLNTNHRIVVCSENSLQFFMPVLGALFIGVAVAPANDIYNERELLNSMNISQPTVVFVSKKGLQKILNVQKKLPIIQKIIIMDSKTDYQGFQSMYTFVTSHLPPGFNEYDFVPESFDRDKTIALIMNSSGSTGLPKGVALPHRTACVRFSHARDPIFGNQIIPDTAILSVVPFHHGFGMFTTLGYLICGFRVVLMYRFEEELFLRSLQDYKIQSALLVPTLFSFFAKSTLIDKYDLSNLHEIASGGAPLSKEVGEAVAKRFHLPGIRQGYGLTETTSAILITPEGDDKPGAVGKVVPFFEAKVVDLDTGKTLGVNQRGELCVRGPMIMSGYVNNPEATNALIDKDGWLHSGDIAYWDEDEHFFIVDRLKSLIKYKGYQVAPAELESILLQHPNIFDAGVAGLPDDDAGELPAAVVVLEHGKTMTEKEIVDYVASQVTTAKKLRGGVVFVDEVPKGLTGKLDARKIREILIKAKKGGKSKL
APP 5'UTR act: activators of APP 5'UTR luciferase reporter, primary screen, SH-SY5Y cells; 1% of 190,000 active; SH-SY5Y APP 5'UTR luciferase reporter, luminescence; zero percent = DMSO vehicle wells; activation, % at 2 µM;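 active = activation above a set limit, based on mean plus 3 SD of controls, cut at about 140% in these data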; note: values of inactives mirror those of a sister screen read the other way
NF-kB neuron act: activators of NF-kB expression in neurons, primary screen, cell-based, HTS | fold change at 12.5 µM | 1.6% of 190,000 active | human neuronal cells, NF-kB reporter expression; active compounds read high; in the data active = fold change above about 3.3
ROMK primary: ROMK potassium channel modulators, primary screen, cell-based, thallium flux, MLSMR library. B-score at 10 µM. Tet-inducible ROMK, thallium flux fluorescence; actives lie on both sides. 2% of 130,000 active;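 active = signal ratio slope over the read window, or its plate-corrected B-score, at least 3 SD from the plate mean, either direction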;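 note: B-score of the F/F0 ratio slope over 7 to 12 s after thallium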
Target sequence (P48048 whole entry, looked up): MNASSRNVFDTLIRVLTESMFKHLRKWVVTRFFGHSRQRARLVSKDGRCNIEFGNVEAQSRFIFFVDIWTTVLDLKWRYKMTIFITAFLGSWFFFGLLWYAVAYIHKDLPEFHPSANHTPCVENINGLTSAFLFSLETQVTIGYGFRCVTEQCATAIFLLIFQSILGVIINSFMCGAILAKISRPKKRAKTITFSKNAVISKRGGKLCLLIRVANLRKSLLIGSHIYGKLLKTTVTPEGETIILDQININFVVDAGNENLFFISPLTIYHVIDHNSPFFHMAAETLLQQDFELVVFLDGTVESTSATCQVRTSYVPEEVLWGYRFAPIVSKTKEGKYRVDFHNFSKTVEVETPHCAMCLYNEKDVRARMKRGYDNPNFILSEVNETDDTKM
STAT3 act: IL-6 driven STAT3 reporter potentiators, primary screen, U3A cells, luciferase, luminescence, MLSCN library; activation (% of control), % at 5.6 µM; IL-6 STAT3-luciferase reporter; 100% = signal with IL-6 EC80 alone; 0.91% of 190,000 active;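 active = activation above the screen-wide mean of compound activation plus 3 SD, cut at about 130% in these data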;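 note: 0% = background luminescence of wells with medium and substrate only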
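system = STAT3-luciferase reporter U3A cells | reagent = IL-6 stimulus at 33 ng/mL final | timing = 1 h compound pre-exposure, 6 h IL-6 stimulation, 37 °C | measured by = luminescence | evaluation = % activation versus median of IL-6-stimulated wells | control set = IL-6-only wells as 100% reference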
STAT1 activator: STAT1 signaling activators, primary screen, cell-based, HTS, luciferase reporter; 2.6% of 200,000 active; activation (% of control), % at 5.5 µM; AID 932, 2007; NIH 3T3 STAT1-luciferase reporter, IFN-gamma, luminescence; 100% = IFN-gamma alone, no compound;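 active = activation above the screen-wide mean activation plus 3 SD, cut at about 130% in these data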;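 note: raw ratio to IFN-gamma control signal so 100% means no change and 0% no light; values of inactives mirror those of a sister screen read the other way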
STAT3 blocker: IL-6 driven STAT3 reporter inhibitors, primary screen, U3A cells, luciferase, luminescence, MLSCN library. IL-6 STAT3-luciferase reporter; host cell line lacks STAT1. inhibition, % at 5.5 µM. AID 862, 2007. 0.89% of 190,000 active;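 active = inhibition above the mean inhibition across all screened compounds plus 3 SD, cut at about 44% in these data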;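 note: 0% = DMSO only wells and 100% = 100 µM nifuroxazide control wells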
STAT1 inh: STAT1 signaling inhibitors, primary screen, cell-based, HTS, luciferase reporter. NIH 3T3 STAT1-luciferase reporter, IFN-gamma, luminescence. inhibition, % at 5.5 µM. 0.35% of 200,000 active. AID 920, 2007;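 active = inhibition above a set limit, the mean inhibition across all tested compounds plus 3 SD, cut at about 34% in these data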;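 note: 0% = IFN-gamma with DMSO and 100% = IFN-gamma with 300 µM nifuroxazide; values of inactives mirror those of a sister screen read the other way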
APP transl inh: inhibitors of APP translation via 5'UTR reporter, primary screen, APP 5'UTR luciferase, SH-SY5Y cells; SH-SY5Y APP 5'UTR-luciferase reporter, luminescence; inhibition, % at 2 µM; 0.82% of 190,000 active; AID 1285, 2008;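 active = inhibition above a set limit, derived from the sample mean plus 3 SD, cut at about 45% in these data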; note: values of inactives mirror those of a sister screen read the other way
FLuc act counter: FLuc activators, initial screening, artefact control for FLuc-dependent activation tests, biochemical, ATPlite luminescence; Luciferin 4-monooxygenase (Photinus pyralis), P08659; 200,000 tested, under 10 active; ATPlite luciferase biochemical, 10 min; 0 = ATP-free wells, 1 = DMSO control; activation factor at 10 µM;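 active = luciferase activation factor, scaled between plate controls, of at least 2 with compound at 10 µM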
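assay system = Luciferase/luciferin detection reagent, cell-free biochemical luciferase assay | also added = ATP substrate | times = 10 min post-reagent at room temperature | measured by = luminescence from luciferase reaction | measure = luciferase activation, seen as luminescence increase over controls | benchmarks = low control with PBS replacing ATP, high control enzyme plus ATP without compound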
Numbers without * were called inactive; / = not tested or not shown.

no. | SMILES | FLuc inh counter | APP 5'UTR act | NF-kB neuron act | ROMK primary | STAT3 act | STAT1 activator | STAT3 blocker | STAT1 inh | APP transl inh | FLuc act counter
1 | Cc1ccc(NC(=O)C2CCN(S(=O)(=O)c3c(C)[nH]c(=O)[nH]c3=O)CC2)cc1 | -7 | 2 | 0.98 | / | 106 | 103 | -2 | -3 | -2 | 1.1
2 | Cc1cc2c(c(=O)n1CCc1ccccc1)C(c1ccco1)C(C#N)=C(N)O2 (stereo unspecified) | -8 | -11 | 1 | 0.39 | 97 | 97 | 8 | 3 | 11 | 1.1
3 | Cc1ccc(C(=O)NNC(=O)CCn2nnc3ccccc32)cc1 | -2 | -10 | 1 | -0.56 | 98 | 106 | 7 | -8 | 10 | 1
4 | COc1ccccc1N(CC(=O)NC1CCCCC1)C(=O)CCC(=O)Nc1ccccn1 | -6 | 6 | 1.1 | / | 104 | 104 | 5 | -4 | -6 | 1.1
5 | O=C1NCC(COc2cccc3ccccc23)O1 (stereo unspecified) | 0 | 5 | 1.2 | 0.82 | 100 | 105 | 5 | -6 | -5 | 1
6 | CCOc1ccc(NC(=S)NC(C)C(c2ccccc2)N2CCN(C)CC2)cc1 (stereo unspecified) | 0 | 8 | 0.77 | -0.77 | 106 | 93 | 5 | 6 | -8 | 1
7 | COc1ccc(OCCSc2ncnc3nc[nH]c23)cc1 | 7 | 28 | 1.7 | / | 95 | 111 | 11 | -12 | -28 | 0.9
8 | Cc1cccc2c(Cl)cc(=O)[nH]c12 | -4 | -10 | 1.1 | 0.17 | 101 | 100 | 2 | 4 | 10 | 1
9 | CSc1cccc(NC(=O)Nc2ccccc2)c1 | 16 | 56 | 1.9 | / | 92 | 115 | 11 | -16 | -56 | 0.8
10 | C/C(=N\Nc1ccc([N+](=O)[O-])cc1)c1ccc(O)cc1 | -4 | 31 | 1.7 | -4.5* | 93 | 103 | 12 | -4 | -31 | 1
11 | NC(=O)N/N=C/c1ccccc1OC(=O)c1ccccc1Br | 3 | 16 | 1.1 | -3.2* | 90 | 102 | 16 | -5 | -16 | 1
12 | CC1=C(C(=O)OCc2ccccc2)C(c2ccco2)C2=C(CC(C)(C)CC2=O)N1 (stereo unspecified) | 0 | 10 | 0.73 | -2.9 | 103 | 99 | -2 | 1 | -10 | 1
13 | Cc1ccc(Nc2nnc(SCC(=O)NC(Cc3c[nH]c4ccccc34)C(=O)O)s2)cc1 (stereo unspecified) | 24 | -2 | 1.1 | 1.7 | 97 | 96 | 9 | 3 | 2 | 0.8
14 | c1coc(C2Nc3ccccc3C3OCCC23)c1 (stereo unspecified) | 3 | 0 | 1.1 | / | 103 | 101 | -2 | -1 | 0 | 1
15 | COc1ccc(OC)c(NC(=O)c2c(NC(=O)c3ccco3)sc3c2CCC3)c1 | -21 | -6 | 0.98 | / | 103 | 100 | -2 | -1 | 6 | 1.2
16 | CCN1CCN(C(=S)c2ccc(OC)cc2)CC1 | 2 | -3 | 1.2 | 0.91 | 102 | 96 | 2 | 2 | 3 | 1
17 | CCOc1ccc(-n2c(C)c(C(C)=O)c(C(C)=O)c2C)cc1 | -3 | 5 | 1.3 | / | 97 | 101 | 4 | -1 | -5 | 1
18 | c1ccc(-n2c(-c3ccncc3)nnc2-c2cccs2)cc1 | -9 | 1 | 1.1 | 0.27 | 94 | 94 | 13 | 6 | -1 | 1.1
19 | COC(=O)C(Cc1ccc(O)cc1)NC(=O)C(CC(=O)OC(C)(C)C)NC(=O)OC(C)(C)C (stereo unspecified) | -11 | -19 | 1.2 | 1.3 | 97 | 107 | 14 | -8 | 19 | 1.1
20 | Cn1c(CN2CCCC2)nc2cc(NS(=O)(=O)c3ccccc3)ccc21 | -4 | 11 | 1 | / | 100 | 98 | 3 | 3 | -11 | 1
21 | O=C(CN1CCN(C(c2ccccc2)c2ccccc2)CC1)Nc1ccc(N2CCOCC2)cc1 | -5 | 3 | 1.1 | 0.71 | 108 | 105 | -5 | -5 | -3 | 1.1
22 | Cc1cc(C)nc(N/C(=N/S(=O)(=O)Cc2ccccc2)Nc2ccccc2)n1 | -7 | -12 | 0.77 | 1.6 | 100 | 100 | 4 | 0 | 12 | 1.1
23 | CCN(CC)S(=O)(=O)c1ccc(Cl)c(C(=O)Oc2cccc(-c3cnc4ccccc4n3)c2)c1 | -5 | 33 | 2.5 | -0.37 | 102 | 102 | 3 | -2 | -33 | 1
24 | CCC1=NNC(=O)C(CC(=O)Nc2ccccc2)c2cc(OC)c(OC)cc21 (stereo unspecified) | -5 | -20 | 1 | -0.55 | 102 | 93 | 6 | 7 | 20 | 1
25 | Cc1ccc(S(=O)(=O)Nc2c(C)n(C)n(-c3ccccc3)c2=O)cc1C(=O)OC(C)C(=O)N(C)c1ccccc1 (stereo unspecified) | -5 | 17 | 1.2 | 0.63 | 95 | 86 | 8 | 13 | -17 | 1

Remaining list, next part
no. | SMILES | FLuc inh counter | APP 5'UTR act | NF-kB neuron act | ROMK primary | STAT3 act | STAT1 activator | STAT3 blocker | STAT1 inh | APP transl inh | FLuc act counter
26 | O=c1oc(-c2cccnc2)nc2ccccc12 | -4 | 9 | 1.3 | 0.0068 | 101 | 98 | 0 | 3 | -9 | 1
27 | CCC1C(=O)N(C)CCc2ccccc21 (stereo unspecified) | -4 | 4 | 0.97 | 0.079 | 101 | 97 | 0 | 2 | -4 | 1
28 | O=C(COc1ccccc1[N+](=O)[O-])Nc1ccc(NC(=O)c2cc3ccccc3o2)cc1 | -2 | 24 | 0.95 | 1.7 | 71 | 110 | 38 | -13 | -24 | 1
29 | NS(=O)(=O)c1cccc2cccnc12 | 2 | -3 | 1.2 | / | 99 | 98 | 6 | 2 | 3 | 1
30 | Cc1ccc(N2CC(C(=O)Nc3ccc(C)c(S(=O)(=O)N(C)C)c3)CC2=O)cc1 (stereo unspecified) | -2 | 15 | 0.89 | 0.62 | 87 | 98 | 17 | 2 | -15 | 1
31 | O=C(CNC1CCCCCC1)c1cccs1 | -4 | 18 | 1.1 | -0.13 | 102 | 100 | 2 | 0 | -18 | 1
32 | CCC(=O)OCCNc1cc(Sc2nc3ccccc3s2)c2nonc2c1[N+](=O)[O-] | -3 | -2 | 0.74 | -2.4 | 99 | 100 | -2 | 0 | 2 | 1
33 | CC(C)=CC(=O)Nc1ccc(S(=O)(=O)Nc2ccccn2)cc1 | -4 | 8 | 0.99 | 0.44 | 97 | 102 | 10 | -3 | -8 | 1
34 | COC(=O)c1ccc(N=Cc2c(-c3ccccc3)[nH][nH]c2=O)cc1 | 1 | 26 | 1.2 | -0.42 | 121 | 104 | -17 | -6 | -26 | 1
35 | Cc1cc(C)n(-c2nc3c(c(=O)[nH]c(=O)n3C)n2C)n1 | -5 | -3 | 0.98 | 0.3 | 97 | 99 | 8 | 2 | 3 | 1
36 | Cc1cc(N2CCOCC2)n2ncc(-c3ccccc3)c2n1 | 84* | 142* | 0.81 | / | 47 | 71 | 66* | 32 | -142 | 0.2
37 | CN1C(=O)OC(C)(CCc2ccccc2)C1(C)O (stereo unspecified) | -6 | 13 | 1 | -0.033 | 95 | 99 | 8 | 1 | -13 | 1.1
38 | CCOc1ccccc1NC(=O)NC1CC2CCCC(C1)N2Cc1nnnn1CCc1ccccc1 (stereo unspecified) | -2 | -20 | 0.68 | / | 110 | 99 | -7 | 3 | 20 | 1
39 | COc1cccc(OCc2nnc(SCC(=O)OC3CCCCC3)n2C)c1 | -2 | -3 | 1.1 | / | 104 | 103 | 1 | -3 | 3 | 1
40 | O=C(CC12CC3CC(CC(C3)C1)C2)Nc1ccc2c(c1)COC2=O | -8 | 9 | 0.96 | / | 105 | 91 | -3 | 10 | -9 | 1.1
41 | CCCc1cc2c(=O)c(-c3ccc4c(c3)OCCO4)coc2cc1OS(C)(=O)=O | 16 | 97 | 1.7 | 0.11 | 107 | 118 | -11 | -20 | -97 | 0.8
42 | Cc1ccc(C)c(NC(=O)c2cc3c([nH]c4ccccc43)c(C)n2)c1 | -6 | -4 | 1 | / | 92 | 100 | 14 | 0 | 4 | 1.1
43 | CC(C)CCNC(=O)CCSCCC(=O)NCCC(C)C | -4 | -22 | 1.1 | 0.58 | 105 | 100 | -4 | -1 | 22 | 1
44 | O=C(NCc1ccco1)C1CCN(C(=O)c2cc3sccc3n2Cc2ccc(F)cc2)CC1 | -5 | 11 | 0.82 | / | 89 | 95 | 18 | 5 | -12 | 1
45 | O=C(CN1C(=O)NC2(CCc3ccccc3C2)C1=O)NCc1ccco1 (stereo unspecified) | -5 | 29 | 0.93 | 1.3 | 106 | 103 | -2 | -4 | -29 | 1.1
46 | COc1ccc(NC(=O)c2nc(-n3nc(C)cc3C)ccc2Cl)cc1Cl | 0 | -21 | 1.3 | 1.5 | 100 | 106 | -1 | -6 | 21 | 1
47 | COc1ccc(/C=N/NC(=O)C(C)Sc2ccccn2)cc1[N+](=O)[O-] (stereo unspecified) | -5 | 19 | 0.97 | 0.89 | 102 | 97 | 2 | 3 | -19 | 1.1
48 | CS(=O)(=O)N(Cc1cc2ccccc2[nH]c1=O)C1CCCCC1 | -5 | 24 | 1.2 | / | 102 | 100 | 0 | 0 | -24 | 1.1
49 | COCCCNC(=O)c1cc2c(-c3ccc(Cl)cc3)nn(C)c2s1 | -9 | -4 | 0.77 | / | 151* | 100 | -50 | 0 | 4 | 1.1
50 | C=CCOC(=O)C1=C(C)NC(SCC)=C(C#N)C1c1ccc(Cl)cc1 (stereo unspecified) | -3 | 10 | 0.74 | / | 86 | 94 | 21 | 7 | -10 | 1

(further entries)
no. | SMILES | FLuc inh counter | APP 5'UTR act | NF-kB neuron act | ROMK primary | STAT3 act | STAT1 activator | STAT3 blocker | STAT1 inh | APP transl inh | FLuc act counter
51 | Cc1ccc(NC(=O)C2CCN(c3cnccn3)CC2)cc1C | -5 | 24 | 0.85 | -0.31 | 95 | 105 | 9 | -7 | -24 | 1
52 | Cc1cc(=O)oc2cc(OCC3CC(c4ccc(Cl)cc4)=NO3)ccc12 (stereo unspecified) | 0 | 3 | 1 | / | 83 | 103 | 23 | -3 | -3 | 1
53 | Cc1ccc(C)c(NC(=O)c2cc3ccccn3n2)c1 | 38 | 125 | 3 | / | 97 | 134* | 9 | -39 | -125 | 0.6
54 | CC(=O)Nc1ccc(S(=O)(=O)Oc2ccc3c(c2)C(C)=CC(C)(C)N3)cc1 | -7 | -27 | 1.7 | / | 88 | 108 | 14 | -9 | 27 | 1.1
55 | CCCCNC(=O)c1cc(-c2ccc(OC)c(OC)c2)on1 | -3 | -6 | 1.4 | / | 96 | 103 | 10 | -4 | 6 | 1
